# PAFAH2 inh – inhibitors of human PAFAH2 | 0.99% of 340,000 active | inhibition, % at 3.39 µM | Q99487 | AID 492956 | recombinant PAFAH2, FP-rhodamine activity probe, fluorescence polarization;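 active = inhibition above the mean over all tested compounds plus 3 SD, cut at about 30% in these data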;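 also: inhibitors block probe labeling of enzyme so polarization drops; 0% = enzyme with DMSO and 100% = wells lacking PAFAH2 protein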
# PAD4 inh – inhibitors of human PAD4; Q9UM07; recombinant PAD4, RCA probe fluorescence polarization; inhibition, % at 6.36 µM; 0.41% of 330,000 active; AID 485272;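 active = percent inhibition above a cutoff equal to the mean of all tested compounds plus 3 SD, cut at about 15% in these data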;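 also: 0% = PAD4 with RCA probe and DMSO and 100% = probe without PAD4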
# Target sequence (Q9UM07 whole entry, looked up): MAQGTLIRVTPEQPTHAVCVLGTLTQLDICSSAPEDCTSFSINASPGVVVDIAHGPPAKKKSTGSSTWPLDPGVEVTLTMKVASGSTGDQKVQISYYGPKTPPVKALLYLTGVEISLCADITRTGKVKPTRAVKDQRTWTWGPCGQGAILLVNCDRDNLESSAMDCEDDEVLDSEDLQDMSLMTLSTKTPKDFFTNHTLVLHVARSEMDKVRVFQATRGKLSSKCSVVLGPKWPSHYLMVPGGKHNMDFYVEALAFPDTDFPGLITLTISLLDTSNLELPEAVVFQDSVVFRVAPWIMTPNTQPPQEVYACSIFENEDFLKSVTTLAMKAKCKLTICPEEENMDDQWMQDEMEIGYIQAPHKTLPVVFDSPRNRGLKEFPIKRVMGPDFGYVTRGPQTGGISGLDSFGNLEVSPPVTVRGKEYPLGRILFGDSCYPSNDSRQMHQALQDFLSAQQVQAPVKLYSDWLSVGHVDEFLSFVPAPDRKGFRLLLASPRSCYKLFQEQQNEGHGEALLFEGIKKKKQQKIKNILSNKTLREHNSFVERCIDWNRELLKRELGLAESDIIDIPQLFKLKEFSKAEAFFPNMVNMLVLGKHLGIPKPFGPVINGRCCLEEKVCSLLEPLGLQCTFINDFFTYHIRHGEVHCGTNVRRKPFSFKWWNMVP
# LYPLA2 counter – counter-screen for PME1 inhibitors: inhibitors of human LYPLA2; O95372; recombinant LYPLA2, FP-Rh probe fluorescence polarization; inhibition, % at 5.9 µM; 0.38% of 320,000 active; AID 2177;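 active = inhibition above the screen-wide mean plus 3 SD, limit set per campaign, cut at about 26% in these data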;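 also: 0% = LYPLA2 with DMSO and 100% = wells lacking LYPLA2 enzyme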
# PAFAH1B3 inh – blocks human PAF acetylhydrolase 1B catalytic subunit 3; 0.28% of 340,000 active; recombinant PAFAH1B3, FP-rhodamine probe, fluorescence polarization; inhibition, % at 3.39 µM;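 active = inhibition above the screen-wide average of all tested compounds plus 3 SD, cut at about 25% in these data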;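 also: 0% = enzyme with DMSO only and 100% = wells lacking PAFAH1B3 protein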
# Target sequence (Q15102 whole entry, looked up): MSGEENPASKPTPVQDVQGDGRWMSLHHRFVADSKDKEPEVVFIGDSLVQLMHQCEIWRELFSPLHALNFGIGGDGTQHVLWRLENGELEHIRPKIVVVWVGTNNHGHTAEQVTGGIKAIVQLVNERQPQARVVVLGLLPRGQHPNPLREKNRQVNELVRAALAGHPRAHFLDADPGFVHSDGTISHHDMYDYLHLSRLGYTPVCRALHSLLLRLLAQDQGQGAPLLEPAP
# LYPLA1 inh – counter-screen for PME1 inhibitors: inhibitors of human LYPLA1. O75608. recombinant LYPLA1, FP-Rh probe fluorescence polarization. inhibition, % at 5.9 µM. 0.16% of 320,000 active;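 active = inhibition above the mean of all tested compounds plus 3 SD, set per campaign, cut at about 14% in these data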;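 also: inhibitors block serine hydrolase probe labeling of LYPLA1 so polarization falls; 0% = enzyme with DMSO and 100% = wells lacking LYPLA1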
# PME-1 inh – PME-1 (human) inhibition; inhibition, % at 5.9 µM; Q9Y570; 0.53% of 320,000 active; recombinant PME-1, FP-Rh probe fluorescence polarization;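 active = inhibition above the campaign mean of all compounds plus 3 SD, cut at about 26% in these data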;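 also: competitive labeling of PME-1 active site by serine hydrolase directed probe; 0% = PME-1 with DMSO and 100% = wells lacking PME-1 enzyme; inhibitors block probe labeling so polarization falls and inhibition rises; many of its hits are not listed in these tables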
# PAFAH1B2 inh – PAFAH1B2 (human) inhibition. P68402. recombinant PAFAH1B2, FP-rhodamine activity probe, fluorescence polarization. inhibition, % at 3.39 µM. 1.2% of 340,000 active. AID 492953;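 active = inhibition above the mean of all tested compounds plus 3 SD, cut at about 24% in these data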;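 also: 0% = enzyme with DMSO and 100% = wells lacking PAFAH1B2; many of its hits are not listed in these tables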
# GSTO1 counter – blocks human GSTO1 in RBBP9 counter-screen | P78417 | recombinant GSTO1, activity-based probe fluorescence polarization | inhibition, % at 5.96 µM | 1.1% of 300,000 active | AID 1974;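 active = inhibition above the campaign mean inhibition plus 3 SD, cut at about 35% in these data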;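 also: 0% = GSTO1-1 with DMSO and 100% = wells lacking GSTO1-1 enzyme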
# pPAFAH FP inh – inhibitors of human plasma PAF acetylhydrolase (pPAFAH) | recombinant pPAFAH, FP-rhodamine probe fluorescence polarization | Q13093 | inhibition, % at 3.39 µM | 1.5% of 330,000 active;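 active = inhibition above the mean inhibition across the screen plus 3 SD, cut at about 25% in these data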;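 also: inhibitors block binding of the rhodamine activity-based probe so polarization drops; 0% = enzyme with DMSO and 100% = wells lacking pPAFAH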
# Starred values were filed as active, the others as inactive; · = no result given.
# Keys: A = PAFAH2 inh; B = PAD4 inh; C = LYPLA2 counter; D = PAFAH1B3 inh; E = LYPLA1 inh; F = PME-1 inh; G = PAFAH1B2 inh; H = GSTO1 counter; I = pPAFAH FP inh
C[C@H]1COC(=O)[C@H](Cc2ccc(F)cc2)C/C=C\C[C@H](CC(=O)NCCO)C(=O)N1
  A: -4 | B: 2 | C: · | D: 8 | E: · | F: · | G: 10 | H: · | I: 1
CCOC(=O)N1CCN(C(=O)CNC(=O)c2ccc(Br)cc2)CC1
  A: 9 | B: 0 | C: 17 | D: 7 | E: -1 | F: 2 | G: -1 | H: 8 | I: 1
O=C(Nc1ncn[nH]1)c1cc(S(=O)(=O)Nc2cccc(C(F)(F)F)c2)ccc1Cl
  A: 26 | B: -2 | C: 2 | D: -3 | E: -1 | F: -2 | G: 4 | H: 5 | I: 4
Cc1nn(CCC(=O)NCc2ccc(OC(C)C)cc2)c(=O)c2nn(-c3ccccc3)c(C)c12
  A: 1 | B: -2 | C: -6 | D: -3 | E: -2 | F: 3 | G: 3 | H: -4 | I: 5
C/C(=N\Nc1ccc(Cl)c(C(=O)O)c1)c1ccc2c(c1)OCO2
  A: 7 | B: -1 | C: 4 | D: 2 | E: 0 | F: -2 | G: 7 | H: 6 | I: 2
C=CCn1c(SC(C)C(=O)NCc2ccc3c(c2)OCO3)nc2scc(-c3ccccc3)c2c1=O (configuration not stated)
  A: -1 | B: -8 | C: -8 | D: 9 | E: -6 | F: -11 | G: 5 | H: -11 | I: 4
CCn1c(SCC(=O)N/N=C/c2c[nH]c3ccccc23)nnc1-c1ccc(C(C)(C)C)cc1
  A: 7 | B: -4 | C: 1 | D: 4 | E: -5 | F: 10 | G: 24 | H: 4 | I: 9
CC(NC(=O)Nc1ccccc1F)C(C)(C)C (configuration not stated)
  A: 5 | B: -2 | C: -6 | D: 4 | E: -3 | F: 7 | G: 0 | H: 2 | I: 3
O=C1c2cccnc2C(=O)N1C1CCCCC1
  A: -2 | B: -7 | C: 8 | D: 2 | E: 1 | F: 2 | G: 1 | H: 4 | I: 2
COC(=O)C(C(C)=O)C1=C/C(=N\S(=O)(=O)c2ccc(C)cc2)c2ccccc2C1=O (configuration not stated)
  A: 4 | B: -7 | C: 0 | D: 1 | E: -1 | F: -1 | G: 1 | H: 49* | I: 3
O=C(Nc1ccccc1)C(=O)Nc1cccnc1
  A: 9 | B: 18* | C: 8 | D: 4 | E: 3 | F: -3 | G: 5 | H: -11 | I: 10
CCC(=O)c1ccc(OCC(=O)Nc2cccc(S(=O)(=O)N(C)c3ccccc3)c2)cc1
  A: -14 | B: -3 | C: -34 | D: -2 | E: -18 | F: -17 | G: -1 | H: · | I: 3
COc1ccc2c(c1)[C@H]1[C@H](CO2)[C@H](c2ccccc2)[C@]2(C)C(=O)Nc3cc(C)ccc3C(=O)N12
  A: -10 | B: -6 | C: · | D: 4 | E: · | F: · | G: -4 | H: · | I: 2
CCOC(=O)Cc1csc(N/N=C/c2ccccc2)n1
  A: -7 | B: -7 | C: 6 | D: -1 | E: 2 | F: 2 | G: -2 | H: 1 | I: 7
Cn1cccc1C(=O)OCc1cc(-c2ccco2)on1
  A: 11 | B: -7 | C: 5 | D: -3 | E: 3 | F: 2 | G: -2 | H: · | I: 6

# Quoted from the listing:
# PAFAH1B2 inh with COC(=O)C(C(C)=O)C1=C/C(=N\S(=O)(=O)c2ccc(C)cc2)c2ccccc2C1=O (configuration not stated) = 1
# LYPLA2 counter with CCC(=O)c1ccc(OCC(=O)Nc2cccc(S(=O)(=O)N(C)c3ccccc3)c2)cc1 = -34

# Going on with the list:
# Keys: A = PAFAH2 inh; B = PAD4 inh; C = LYPLA2 counter; D = PAFAH1B3 inh; E = LYPLA1 inh; F = PME-1 inh; G = PAFAH1B2 inh; H = GSTO1 counter; I = pPAFAH FP inh
CC(C)(C)NC(=O)c1cccc2c1OC(C)(C)C2
  A: 9 | B: -1 | C: -7 | D: 4 | E: -2 | F: 2 | G: 3 | H: 5 | I: 2
O=c1cc(-c2ccc(O)c(O)c2)oc2cc(O)c([C@@H]3O[C@H](CO)[C@@H](O)[C@H](O)[C@H]3O)c(O)c12
  A: -9 | B: 7 | C: · | D: 16 | E: · | F: · | G: 2 | H: · | I: 2
CC(=O)COc1ccc2c(-c3ccccc3)cc(=O)oc2c1C
  A: -11 | B: -5 | C: -5 | D: 9 | E: -7 | F: 8 | G: -1 | H: 3 | I: -1
CC(C)(CNC(=O)c1ccccc1F)CNC(=O)c1ccccc1F
  A: 7 | B: 3 | C: -9 | D: 5 | E: 1 | F: 3 | G: -2 | H: -4 | I: 4
CC(C)NC(=O)COc1ccc2c(c1)C(=O)CC(C)(C)O2
  A: -5 | B: 2 | C: -2 | D: -3 | E: -2 | F: -1 | G: 6 | H: -2 | I: 0
CCCOc1cccc(C(=O)N2CCN(C(=O)C3CCCO3)CC2)c1 (configuration not stated)
  A: 0 | B: 1 | C: 9 | D: 2 | E: 1 | F: 2 | G: 4 | H: 8 | I: 2
COc1ccc2oc(C(=O)OCC(=O)N3CCC(C)CC3)c(C)c2c1
  A: -5 | B: -5 | C: 2 | D: 1 | E: 0 | F: 0 | G: 1 | H: 3 | I: 2
CNC(=O)CSc1nc2cc(S(=O)(=O)Nc3ccc(OC)cc3)ccc2o1
  A: 1 | B: 1 | C: -2 | D: 1 | E: -1 | F: -2 | G: 4 | H: 13 | I: 27*
CCc1cccc(C)c1Nc1nc2ccccc2n2cnnc12
  A: 1 | B: -4 | C: 2 | D: 14 | E: 2 | F: 0 | G: 4 | H: -6 | I: 1
COc1ccccc1CN1CCN(Cc2ccco2)CC1
  A: 2 | B: 6 | C: -6 | D: 0 | E: 1 | F: -5 | G: 3 | H: -1 | I: -5
Cc1c(Cl)cccc1NC(=O)Cn1cnc(S(=O)(=O)N2CCCC2)c1
  A: 2 | B: -3 | C: 5 | D: 6 | E: -2 | F: -8 | G: 4 | H: -8 | I: 4
CC(Sc1nnc(NC2CCCCC2)s1)C(=O)Nc1ccc2c(c1)C(=O)c1ccccc1C2=O (configuration not stated)
  A: -10 | B: -6 | C: -10 | D: 1 | E: -7 | F: 32* | G: 1 | H: -68 | I: 6
CCN(CCO)C(=O)CC1C(=O)NCCN1Cc1c(F)cccc1Cl (configuration not stated)
  A: -2 | B: 6 | C: -3 | D: 4 | E: -2 | F: -1 | G: 0 | H: -9 | I: -2
O=C(COc1ccc(-n2cnnn2)cc1)NC1CCCCC1
  A: -5 | B: -3 | C: -2 | D: 8 | E: -3 | F: -5 | G: 7 | H: -4 | I: -10
O=C(OCC(=O)N1CCC(Cc2ccccc2)CC1)c1ccccc1
  A: -4 | B: 2 | C: 8 | D: -1 | E: 4 | F: -3 | G: -1 | H: 9 | I: 1

# Six of the entries above in order of their number in PME-1 inh, largest number first:
SMILES | PAFAH2 inh | PAD4 inh | PAFAH1B3 inh | PME-1 inh | PAFAH1B2 inh | pPAFAH FP inh
CCn1c(SCC(=O)N/N=C/c2c[nH]c3ccccc23)nnc1-c1ccc(C(C)(C)C)cc1 | 7 | -4 | 4 | 10 | 24 | 9
CC(=O)COc1ccc2c(-c3ccccc3)cc(=O)oc2c1C | -11 | -5 | 9 | 8 | -1 | -1
Cn1cccc1C(=O)OCc1cc(-c2ccco2)on1 | 11 | -7 | -3 | 2 | -2 | 6
COc1ccc2oc(C(=O)OCC(=O)N3CCC(C)CC3)c(C)c2c1 | -5 | -5 | 1 | 0 | 1 | 2
COC(=O)C(C(C)=O)C1=C/C(=N\S(=O)(=O)c2ccc(C)cc2)c2ccccc2C1=O (configuration not stated) | 4 | -7 | 1 | -1 | 1 | 3
C/C(=N\Nc1ccc(Cl)c(C(=O)O)c1)c1ccc2c(c1)OCO2 | 7 | -1 | 2 | -2 | 7 | 2

# Continued:
Structure,PAFAH2 inh,PAD4 inh,LYPLA2 counter,PAFAH1B3 inh,LYPLA1 inh,PME-1 inh,PAFAH1B2 inh,GSTO1 counter,pPAFAH FP inh
Cc1cc(C)c(C)c(Cn2c(CO)nc3ccccc32)c1C,5,3,17,7,7,9,-1,7,-3
O=c1c2c(nc3nc(COc4ccccc4)[nH]n13)CCC2,61*,3,-6,-1,-4,-3,3,0,5
Cc1c(CCC(=O)N[C@@H](C)C(=O)O)c(=O)oc2cc3occ(-c4ccccc4)c3cc12,1,1,9,12,0,-2,2,-4,6
Cc1cc(C)cc(N(C(=O)CCC(=O)Nc2ccccn2)C(C(=O)NC(C)C)c2ccc(O)cc2)c1 (configuration not stated),·,0,1,·,-2,-1,·,-5,2
COC(=O)CN1C(=S)N(c2ccc(OC)cc2)C(=O)/C1=C/c1ccc(OC)cc1,-4,1,-3,-7,-5,0,6,0,-6
Cc1cccc2cc(C#N)c(NCCNS(=O)(=O)c3ccc4c(c3)OCCO4)nc12,-6,-1,7,2,-6,3,-3,2,-3
CN(C)c1ccc(NC(=O)CSc2nc3ccccc3c(=O)n2C2CCCCC2)cc1,1,-2,8,12,0,1,4,5,34*
CC1C/C(=N/O)C(C)CN1 (configuration not stated),-2,1,-7,2,1,4,4,12,4
CCN(CC)CCNCc1ccc(OCc2ccc(Cl)nc2)c(OC)c1,4,-5,-1,3,-1,-3,5,6,3
COc1ccc(COCC(O)CN2CCCCC2)cc1OC (configuration not stated),-8,2,-5,5,-2,0,0,0,-2
O=C(Nc1ccc(C(=O)N2CCCCC2)cc1)C1CCCCC1,-6,-4,10,2,0,-1,-2,0,3
Cn1nnnc1SCC(=O)NCc1cc([N+](=O)[O-])ccc1O,9,-4,-7,2,-4,-3,-4,0,3
CC(C)(C)NC(=O)NC(=O)COC(=O)c1cccc(OC(F)F)c1,9,2,3,1,2,-5,5,1,6
CCNC(=O)O/N=C(\C)c1sc(-c2ccccc2)nc1C,7,1,2,4,-3,-2,2,-1,1
O=C(Nc1cc(Sc2ccccn2)cc([N+](=O)[O-])c1)c1cccc(Cl)c1,-20,-1,-17,-5,-19,-6,15,-14,-11
NC1=NC(=Nc2cccc(Cl)c2)c2ccccc21,6,5,2,6,2,-2,1,-2,3
CN(C)S(=O)(=O)c1ccc(C(=O)OCC(=O)c2csc(N3CCCCC3)n2)cc1,6,1,2,1,3,3,1,·,1
Nc1ccc(-c2cnc(-c3ccc(N)cc3)nc2)cc1,-2,-4,-1,7,-3,10,1,-4,6
Cc1ccnc(N2CCC(C(=O)Nc3ccc4c(c3)OCCO4)CC2)n1,2,-5,9,-1,1,-1,11,-2,0
COc1cc(/C=C(\C#N)c2nnc(N3CCOCC3)n2-c2ccccc2)ccc1O,-7,0,0,-2,0,3,2,4,1
CCN(CC)S(=O)(=O)c1ccc(C(=O)NC(=S)N(CCC#N)Cc2cccnc2)cc1,0,-2,6,4,1,-8,0,6,0
O=C(NCc1nc(-c2ccccc2)no1)Nc1ccc(F)cc1,4,-1,-2,5,-4,3,-4,0,3
O=C(NNc1ccccc1F)C1CCC1,0,-1,2,-2,2,1,5,-6,-6

# 4 compounds from above, reduced to PAD4 inh.
SMILES	PAD4 inh
Cn1cccc1C(=O)OCc1cc(-c2ccco2)on1	-7
CC(C)(C)NC(=O)c1cccc2c1OC(C)(C)C2	-1
O=c1cc(-c2ccc(O)c(O)c2)oc2cc(O)c([C@@H]3O[C@H](CO)[C@@H](O)[C@H](O)[C@H]3O)c(O)c12	7
CC(=O)COc1ccc2c(-c3ccccc3)cc(=O)oc2c1C	-5

# Bioassay records deposited in PubChem by The Scripps Research Institute Molecular Screening Center.

# Some of the compounds tested; the hit share may differ from the screen's.
